# RECQ1 inh = RECQ1 (human) helicase inhibition. P46063. RECQ1 DNA unwinding, red fluorescence kinetic read. 240,000 compounds, 0.54% hits. AID 2549. Potency, µM (series often up to 57.3 µM), without a hit: at the highest dose activity, negative = inhibition, usual class: inhibitors; active means well fitted inhibition curve with a large enough effect; inconclusive means small, poorly fitted or top-dose-only effect;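 further: plate controls were vehicle for no effect and no enzyme for full effect; nearly all actives have a fitted effect of over 30% in size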
# Target sequence (P46063 whole entry, looked up): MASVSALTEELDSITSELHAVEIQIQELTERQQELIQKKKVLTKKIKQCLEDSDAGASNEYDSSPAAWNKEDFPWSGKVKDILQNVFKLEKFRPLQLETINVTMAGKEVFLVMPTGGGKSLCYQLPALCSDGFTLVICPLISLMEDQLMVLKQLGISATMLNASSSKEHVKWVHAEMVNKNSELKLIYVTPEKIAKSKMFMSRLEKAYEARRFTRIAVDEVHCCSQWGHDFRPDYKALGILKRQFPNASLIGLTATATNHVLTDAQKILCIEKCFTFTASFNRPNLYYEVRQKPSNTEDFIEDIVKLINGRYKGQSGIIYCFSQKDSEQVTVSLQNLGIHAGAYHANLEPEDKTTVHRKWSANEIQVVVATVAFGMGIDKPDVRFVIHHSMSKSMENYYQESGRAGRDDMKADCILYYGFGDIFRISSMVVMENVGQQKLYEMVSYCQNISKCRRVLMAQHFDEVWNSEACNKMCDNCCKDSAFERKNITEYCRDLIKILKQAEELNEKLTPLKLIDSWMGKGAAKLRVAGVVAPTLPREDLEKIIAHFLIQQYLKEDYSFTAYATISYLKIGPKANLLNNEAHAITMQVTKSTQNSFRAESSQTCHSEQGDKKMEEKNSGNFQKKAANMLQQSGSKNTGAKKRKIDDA
#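 50 nM RECQ1T1 preincubated 15 min with compound in Tris pH 8.0 buffer with MgCl2, DTT, Tween-20 and 2.5 ug/ml poly(dI-dC); started with 200 nM TAMRA/BHQ-2 forked duplex and 2 mM ATP. Unwinding read as fluorescence (525/598 nm), two reads 2 h apart.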
# JMJD2E inh = inhibitors of human JMJD2E histone demethylase; B2RXH2; 230,000 compounds, 1.6% hits; Potency, µM (series often up to 57.1 µM), for the others: at the top dose activity change, negative = inhibition, most hits filed as inhibitors; JMJD2E catalytic domain, FDH-coupled NADH fluorescence (FDH is formaldehyde dehydrogenase); AID 2147; active means well fitted inhibition curve with a large enough effect, not every such curve was filed as active; inconclusive means small, poorly fitted or top-dose-only effect, or another doubt; inactive means no such curve, though single readings can be large or run the other way;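 further: 0% = wells with enzyme and -100% = buffer wells without enzyme; nearly all actives have a fitted effect of over 50% in size; many of its hits are not listed in these tables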
# Numbers without * were called inactive; i = inactive; ? = inconclusive; [ ] = another dose, or the depositor's remark. Potency means the concentration at half of the fitted maximal effect.
# Under each structure: RECQ1 inh | JMJD2E inh
> COc1ccc(-n2c(SCC(=O)N/N=C/c3ccccc3OCC(=O)O)nc3ccccc3c2=O)cc1
 : 0% | ?
> Cc1ccc(Nc2cc(C)c3ccc(O)cc3n2)cc1C
 : -9% | ?
> COc1ccc(Nc2nc3ccccc3c(=O)[nH]2)cc1
 : i | ?
> OC(CNC1CCCC1)COCCOc1ccc(Br)cc1 (stereo not drawn)
 : -18% | -4%
> COc1cccc(C(=O)NN2C(=S)N(c3ccccc3)C(=O)C2CC(N)=O)c1 (stereo not drawn)
 : 22% | 4%
> Cn1c2ccccc2c2cnn(CC(=O)N3CCCCC3)c(=O)c21
 : -3% | ?
> COc1ccc(CCNc2nc(-c3ccccn3)cs2)cc1OC
 : -7% | ?
> COc1ccccc1NC1=NC(CO)(CO)CS1
 : 1% | 3%
> COC(=O)C(=N/Nc1ccccc1C(=O)OC)/C(C)=N/O
 : 0% | 56%[activator]
> CC(=O)N1CCN(c2ccc(NC(=S)NC(=O)c3ccc(C)c([N+](=O)[O-])c3)cc2)CC1
 : -3% | 5%
> O=C(N/N=C/c1cc2cc3c(cc2nc1Cl)OCO3)c1ccncc1
 : -8% | ?
> CCn1c(SCC(=O)OC)nnc1-c1c[nH]c2ccccc12
 : -5% | -5%
> O=C(O)c1ccc(N/N=C/c2ccc(-c3cc(Cl)ccc3Cl)o2)cc1
 : -21% | ?
> CC1=C(C(N)=O)C(c2cccs2)n2ncnc2N1 (stereo not drawn)
 : -11% | -2%
> CCOc1ccccc1NC(=S)N(CCOC)C1CCN(C(C)=O)CC1
 : -8% | -6%
> COc1ccccc1N(C)S(=O)(=O)c1ccc(C(=O)NC(C)c2ccccc2)cc1 (stereo not drawn)
 : -2% | -5%
> CNC(=O)c1c(NC(=O)C(C)C)sc2c1CCC2
 : -2% | -12%
> Cc1cc2oc(C(=O)Nc3ccc(S(=O)(=O)Nc4onc(C)c4C)cc3)cc(=O)c2cc1Cl
 : 0% | -3%
> COC(=O)c1cc(NC(=O)c2cc(-c3ccc(Cl)cc3)oc2C(F)(F)F)ccc1N1CCOCC1
 : -12% | ?
> COc1ccc(NC(=O)CSc2nc(N)c3cc4c(nc3n2)CC(C)(C)OC4)cc1
 : i | -30%

# An excerpt from above in order of SMILES length, lowest first:
# Under each structure: RECQ1 inh | JMJD2E inh
> CNC(=O)c1c(NC(=O)C(C)C)sc2c1CCC2
 : -2% | -12%
> COc1ccc(CCNc2nc(-c3ccccn3)cs2)cc1OC
 : -7% | ?
> COc1ccccc1N(C)S(=O)(=O)c1ccc(C(=O)NC(C)c2ccccc2)cc1 (stereo not drawn)
 : -2% | -5%
> COc1ccc(-n2c(SCC(=O)N/N=C/c3ccccc3OCC(=O)O)nc3ccccc3c2=O)cc1
 : 0% | ?

# A different layout for some results above.
Molecule	RECQ1 inh	JMJD2E inh
O=C(N/N=C/c1cc2cc3c(cc2nc1Cl)OCO3)c1ccncc1	-8%	?
CCn1c(SCC(=O)OC)nnc1-c1c[nH]c2ccccc12	-5%	-5%

# (next part)
# Under each structure: RECQ1 inh | JMJD2E inh
> CC(=O)Nc1ccc2nc(NC(=O)c3cccs3)sc2c1
 : -9% | ?
> CCC(=O)N1CCN(c2ccnc3cc(Cl)ccc23)CC1
 : -14% | -2%
> COc1ccc(N(CC(=O)Nc2ccccc2C)S(=O)(=O)c2c(C)[nH]c(=O)[nH]c2=O)cc1
 : -10% | 1%
> CCN1CCN(C(c2cccs2)C(C)NC(=S)NC2CCCCC2)CC1 (stereo not drawn)
 : -9% | 1%
> CCOC(=O)c1cc(-c2cccs2)[nH]n1
 : -2% | 7%
> COc1ccc(CCNC(=S)Nc2ccc(C(C)C)cc2)cc1
 : 6% | -13%
> O=C(O)CN1C(=O)c2ccc(Oc3ccc4c(c3)C(=O)N(CC(=O)O)C4=O)cc2C1=O
 : 3% | 6%
> COC(=O)c1sccc1S(=O)(=O)Nc1ccc(S(N)(=O)=O)cc1
 : 0% | -5%
> O=c1oc2ccc(Cl)cc2nc1/C=C(\O)c1cccs1
 : -7% | -26%
> COc1cc(C(O)P(=O)(OCC(C)C)c2ccc(N(C)C)cc2)cc(OC)c1OC (stereo not drawn)
 : -1% | -1%
> CC(C)COc1ccc(C(=O)N/C(=C/c2cccc([N+](=O)[O-])c2)C(=O)O)cc1
 : 3% | -9%
> CC1CCN(C(=O)C2CCN(S(=O)(=O)c3cc(Cl)ccc3Cl)CC2)CC1
 : -15% | 11%
> O=C(Nc1ccc2nc(C3CC3)n(Cc3ccccc3)c(=O)c2c1)C1CC1
 : -11% | 10%
> N#Cc1cnc2cc(-c3ccccc3)nn2c1N
 : -1% | ?
> COc1cc(/C=C(\NC(=O)c2ccccc2)C(=O)N2CC3CC(C2)c2cccc(=O)n2C3)cc(OC)c1OC (stereo not drawn)
 : -2% | -1%
> CCCN(CCC)CC(O)COc1ccccc1C(=O)Nc1ccccc1 (stereo not drawn)
 : -4% | -3%
> Fc1ccc(-c2nc(-c3cccs3)no2)cc1
 : -4% | -2%
> O=C(COc1ccc(S(=O)(=O)N2CCOCC2)cc1)N1CCc2ccccc2C1
 : -5% | 4%
> O=C(COC(=O)CNC(=O)c1ccc(Cl)cc1)Nc1cccc(S(=O)(=O)N2CCCC2)c1
 : -1% | -10%
> COc1ccc(NC(C)=O)cc1S(=O)(=O)N1CCN(C(=O)c2ccccc2F)CC1
 : -11% | 13%

# Full records, quoted from the list. Order of values: RECQ1 inh, JMJD2E inh
# `O=C(COC(=O)CNC(=O)c1ccc(Cl)cc1)Nc1cccc(S(=O)(=O)N2CCCC2)c1` is listed with -1%, -10%
# `COc1ccc(NC(C)=O)cc1S(=O)(=O)N1CCN(C(=O)c2ccccc2F)CC1` is listed with -11%, 13%
# `CC1CCN(C(=O)C2CCN(S(=O)(=O)c3cc(Cl)ccc3Cl)CC2)CC1` is listed with -15%, 11%
# `CCCN(CCC)CC(O)COc1ccccc1C(=O)Nc1ccccc1` (stereo not drawn) is listed with -4%, -3%
# `N#Cc1cnc2cc(-c3ccccc3)nn2c1N` is listed with -1%, ?

# Next section.
# Under each structure: RECQ1 inh | JMJD2E inh
> Cc1cccc(Oc2ccc(NC(=O)c3ccccc3C(=O)O)cc2)c1
 : -14% | -22%
> COc1ccc(C2CC(c3ccc4ccccc4c3OC(C)=O)=NN2C(C)=O)cc1 (stereo not drawn)
 : -7% | ?
> CC(C)(C)OC(=O)N1CCC(CNC(=O)Nc2ccccc2)CC1
 : -3% | -3%
> CN(C)c1ccc(/C=N/n2c(-c3ccccc3Br)n[nH]c2=S)cc1
 : -3% | ?
> COc1ccc(-c2cc(-c3cccnc3)c(C#N)c(N)n2)cc1
 : -4% | ?
> COc1cccc(C(=O)NNC(=O)CCC(=O)O)c1
 : -11% | 8%
> CC(C)Cc1nnc(NC(=O)c2cc3c(s2)CCC3)s1
 : i | ?
> N#CC(C#N)=C1C(=O)N(CCN2CCCCC2)c2ccccc21
 : -28% | -6%
> COc1ccccc1-n1c(SCC(=O)Nc2ccc(Br)cc2)nc(O)cc1=O
 : -8% | -5%
> Cc1cc(C)c2c3c(oc2n1)C(=O)N(c1cccc(Cl)c1)CC(=O)N3
 : i | -1%
> CN(C)c1cc(NC(=O)CNC(C)(C)C)c2ccccc2n1
 : 23% | ?
> O=C(Nc1ccc(Cl)cc1Cl)NC1CCN(S(=O)(=O)c2ccc(F)cc2)CC1
 : i | -6%
> CC(=O)c1ccc(NC(=O)c2ccc(CNc3c(N4CCOCC4)c(=O)c3=O)cc2)cc1
 : -5% | 2%
> O=[N+]([O-])c1ccc(-c2n(-c3ccccn3)c3ccccc3[n+]2-c2ccccn2)cc1
 : i | -15%
> O=C(Nc1ccc(F)cc1F)N1CCN(CCc2ccccc2)CC1
 : -16% | -5%
> O=C1NC(=S)N/C1=C\c1cccnc1
 : -6% | 4%
> COc1cccc(Cn2c(=O)c3[nH]cnc3n(-c3ccccc3C)c2=O)c1
 : i | -6%
> Cn1c(=O)c2[nH]c(SCC(=O)c3ccc(F)cc3)nc2n(C)c1=O
 : -8% | -14%
> COc1ccc(/C=C2/SC(=S)N(CCCC(=O)Nc3ccc(O)cc3)C2=O)cc1
 : -7% | 8%
> O=C(N/N=C/c1cc([N+](=O)[O-])ccc1O)c1c[nH]c2ccccc12
 : -5% | ?

# (next part)
# Under each structure: RECQ1 inh | JMJD2E inh
> COC(=O)c1sccc1NC(=O)CC1NCCNC1=O (stereo not drawn)
 : -19% | ?
> O=[N+]([O-])c1cc(C(F)(F)F)ccc1NC1CCN(Cc2ccccc2)CC1
 : -11% | 8%
> Cc1ccc(C(=O)N2CCN(c3ccc([N+](=O)[O-])cc3-n3cccc3)CC2)cc1
 : -13% | -5%
> COc1ccc(C(=S)N2CCN(c3ccccc3Cl)CC2)cc1OC
 : -23% | -23%
> COCCn1c(C(C)C)nc2ccccc21
 : -7% | -1%
> CCCn1c(C(C)C)n[nH]c1=S
 : -6% | 6%
> Cc1cccn2cc(CCNS(=O)(=O)c3cccs3)nc12
 : -1% | -4%
> CCN(C(=O)c1cc2c(=O)[nH]c3ccc(C)cc3c2s1)c1ccccc1C
 : -4% | -5%
> O=C(O)c1cccc(CN2C(=O)S/C(=C/c3cccc([N+](=O)[O-])c3)C2=O)c1
 : -7% | -6%
> O=C(Cc1ccc(F)cc1)OCn1nnc2ccccc2c1=O
 : -6% | 1%
> Cn1cccc1/C=N/NC(=O)Cc1ccccc1
 : i | -12%
> CC1(C)c2ccccc2-n2c1cc1oc(=O)cc(O)c1c2=O
 : -12% | ?
> CCCCC(=O)N(Cc1ccc(F)cc1)C1CCS(=O)(=O)C1 (stereo not drawn)
 : 1% | 2%
> O=C(O)c1csc(-c2ccccc2)n1
 : -5% | 11%
> O=C(N/N=C/c1ccco1)C(O)c1ccccc1 (stereo not drawn)
 : -2% | 3%
> N#Cc1cnc(Nc2ccc(F)cc2)nc1N
 : -11% | 2%
> Nc1ncnc(Nc2ccc(F)c(Cl)c2)n1
 : i | -1%
> O=C(NCc1ccccc1)c1ccc(Cl)cc1
 : -1% | 2%
> COc1cccc(N=C(N)N=C(N)N)c1
 : i | -9%
> COCCn1c(-c2cccs2)nc2nc3ccccc3nc21
 : -7% | ?

# Next section.
# Under each structure: RECQ1 inh | JMJD2E inh
> O=C(CCCc1ccccc1)Nc1ccc(S(=O)(=O)N2CCOCC2)cc1
 : -11% | -11%
> CN1C(=S)SC(/[N+]([O-])=C\c2ccccc2F)C1(C)C (stereo not drawn)
 : -7% | -4%
> O=C(CCC(=O)OCC(=O)c1ccc(C(F)(F)F)cc1)OCC(=O)c1ccc(C(F)(F)F)cc1
 : -2% | -2%
> NS(=O)(=O)c1ccc(-c2ccc(/C=C3\SC(=S)N(C4CCS(=O)(=O)C4)C3=O)o2)cc1 (stereo not drawn)
 : -1% | -9%
> C/C(=N/NC(=O)c1cc(C)[nH]n1)c1ccco1
 : -13% | 9%

# From PubChem

# This is a subset, so the mix of outcomes need not match the whole.
